Screening data (PubChem BioAssay)
PAFAH2 inh – PAFAH2 (human) inhibition | AID 492956 | inhibition, % at 3.39 µM | recombinant PAFAH2, FP-rhodamine activity probe, fluorescence polarization | Q99487 | 340,000 tested, 0.99% active;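 active means inhibition above the mean over all tested compounds plus 3 SD, cut at about 30% in these data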;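 further: inhibitors block probe labeling of enzyme so polarization drops; 0% = enzyme with DMSO and 100% = wells lacking PAFAH2 protein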
procasp7 counter – counter-screen for procaspase-3 activators: activators of human procaspase-7; P55210; recombinant procaspase-7, Ac-DEVD-pNA absorbance 405 nm; D23A/D198A/D206A triple mutant, cannot self-cleave; scale: DMSO 0, 5 µM enzyme 100; activation, % at 8.5 µM; 330,000 tested, 0.093% active;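 active means percent activation above the screen-wide mean plus 3 SD, cut at about 25% in these data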
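Assay system: Uncleavable procaspase-7 mutant enzyme | Input: 2 µM procaspase-7 mutant as dispensed | Timing: 1 h compound preincubation, 2 h substrate cleavage, 25 °C | Repeats: One well per compound | Control set: DMSO wells as 0%, DMSO with 5 µM added PC-7 as 100% | Technique: Epi-absorbance of released pNA at 405 nm, two timepoints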
PP1 counter – PP1-alpha (human) inhibition in PP5 counter-screen | purified PP1alpha, OMFP fluorescence | inhibition, % at 6.7 µM | 320,000 tested, 0.9% active | AID 2235;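 active means inhibition above the mean inhibition of all tested compounds plus 3 SD, computed separately for each screening campaign, cut at about 15% in these data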
AHR activator – activators of human aryl hydrocarbon receptor | AHR-responsive luciferase reporter cells, luminescence | activation, % at 5 µM | 320,000 tested, 2.5% active; in the data active means activation above about 47%;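 further: 0% = vehicle wells and 100% = reference agonist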
Target sequence (P35869 whole entry, looked up): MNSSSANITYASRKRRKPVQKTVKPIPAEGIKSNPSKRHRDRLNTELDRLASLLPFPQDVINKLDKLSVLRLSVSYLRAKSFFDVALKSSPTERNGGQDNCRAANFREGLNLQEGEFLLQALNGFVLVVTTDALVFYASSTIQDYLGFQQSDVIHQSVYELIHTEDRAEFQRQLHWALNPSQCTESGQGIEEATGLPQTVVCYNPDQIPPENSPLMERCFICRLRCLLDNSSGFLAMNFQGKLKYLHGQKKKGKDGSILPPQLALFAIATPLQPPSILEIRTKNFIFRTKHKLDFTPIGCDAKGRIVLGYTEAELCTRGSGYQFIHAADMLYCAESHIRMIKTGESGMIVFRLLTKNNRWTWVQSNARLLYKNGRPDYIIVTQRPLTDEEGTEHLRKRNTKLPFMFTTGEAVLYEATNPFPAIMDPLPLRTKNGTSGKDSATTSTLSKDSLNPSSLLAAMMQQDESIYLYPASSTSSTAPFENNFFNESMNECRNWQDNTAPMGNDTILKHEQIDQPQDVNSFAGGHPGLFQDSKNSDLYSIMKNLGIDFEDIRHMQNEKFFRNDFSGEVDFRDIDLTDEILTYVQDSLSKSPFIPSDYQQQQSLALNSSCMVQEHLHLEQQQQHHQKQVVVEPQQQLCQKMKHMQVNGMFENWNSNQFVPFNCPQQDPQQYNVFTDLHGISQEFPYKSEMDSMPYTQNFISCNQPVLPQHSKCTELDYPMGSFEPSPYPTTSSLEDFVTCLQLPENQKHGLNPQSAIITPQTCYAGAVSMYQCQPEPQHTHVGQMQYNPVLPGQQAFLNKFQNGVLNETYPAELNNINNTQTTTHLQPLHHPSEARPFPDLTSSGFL
proCasp3 act – activators of human procaspase-3. P42574. recombinant procaspase-3 D3A, Ac-DEVD-pNA absorbance 405 nm. activation, % at 8.5 µM. 330,000 tested, 0.11% active;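 active means activation above the mean of all tested compounds plus 3 SD, cut at about 21% in these data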;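 further: 0% = DMSO alone and 100% = DMSO wells spiked with extra 5 µM PC-3 D3A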
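Technique: 405 nm absorbance of p-nitroaniline, reads at 0 and 120 min; Test system: Procaspase-3 D3A mutant; Incubation: 1 h enzyme-compound preincubation, then 2 h substrate reaction, 25 °C; Repeats: singlicate, each compound tested once; Benchmarks: low control DMSO wells, high control DMSO plus 5 µM PC-3 D3A.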
TPT1 inh – C. albicans TPT1 enzyme inhibition. recombinant caTPT1, FP RNA substrate dephosphorylation. inhibition, % at 5 µM. 300,000 tested, 0.81% active;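 active means inhibition above the mean of all tested compounds plus 3 SD, set per screening campaign, cut at about 24% in these data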;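 further: plate controls were DMSO alone for no effect and ferristatin control at 100 nM for full effect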
core dimer inh – blocks dimerization of HCV core protein. TR-FRET GST/Flag-core106 dimerization, 1536-well. inhibition, % at 5 µM. 300,000 tested, 0.33% active;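 active means inhibition above the mean of all tested compounds plus 3 SD, set per screening campaign, cut at about 45% in these data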
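System – GST-tagged and Flag-tagged HCV core protein residues 1-106 · Repeats – one well for each compound · Technique – TR-FRET 671 and 617 nm emission · Doses – one concentration, 5 µM, in 0.5% DMSO · Times – 4 h, 22.5 °C incubation · Also added – Eu donor and XL665 acceptor anti-tag antibodies · Measure – percent inhibition of core106 dimerization signal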
CTSL1 counter – cathepsin L1 inhibition, PFM18AAP counter-screen; inhibition, % at 5.96 µM; AID 1906; recombinant F. hepatica cathepsin L1, Z-Leu-Arg-MCA fluorescence; 300,000 tested, 0.49% active;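 active means inhibition above the mean of all tested compounds plus 3 SD, set per screening campaign, cut at about 17% in these data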;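 further: 0% = plate median of test compound wells and 100% = 1 µM Z-Phe-Ala-diazomethylketone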
PP5 primary – PP5 (human) phosphatase inhibition; 320,000 tested, 0.18% active; inhibition, % at 6.7 µM; purified PP5c, OMFP substrate fluorescence; AID 1987;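 active means inhibition above the campaign's mean inhibition across all tested compounds plus 3 SD, cut at about 9.5% in these data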;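 further: 0% = DMSO only and 100% = 100 µM cantharidin control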
Numbers without * were called inactive; . = no result given; & = joins results of further samples. Rows were taken by chance; about 5.6% have a hit in one of these screens.

SMILES | PAFAH2 inh | procasp7 counter | PP1 counter | AHR activator | proCasp3 act | TPT1 inh | core dimer inh | CTSL1 counter | PP5 primary
O=C(O)CSc1ccc(NC(=O)Nc2ccccc2F)cc1 | 1.2 | -10.3 | -1.0 | 1.4 | 2.9 | -0.7 | -1.1 | -0.3 | 0.8
COc1ccccc1NC(=O)CNC(=O)c1ccc(F)cc1 | -3.3 | -1.4 | -1.1 | 6.6 | 0.9 | -6.6 | -0.9 | -2.7 | 0.3
Cc1nc(SCC(=O)NCC2CCCO2)c2oc3ccccc3c2n1 (stereo unspecified) | -1.0 | 7.9 | 2.1 | 9.2 | -0.4 | 1.4 | 1.0 | -1.6 | 2.4
COc1ccc(C(=O)NC(=S)Nc2cccc3ncccc23)cc1[N+](=O)[O-] | 1.6 | -5.5 | 4.3 | 0.4 | -2.8 | -3.0 | 7.0 | 1.7 | 1.3
COc1ccc(-n2cc(-c3ccccc3)[n+]3c2CCCCC3)cc1 | 4.1 | 0.5 | 0.0 | 0.6 | -3.4 | -1.6 | 2.0 | -2.4 | 0.7
O=C(COc1ccc2ccccc2c1)NNC(=O)c1cnccn1 | -3.9 | -5.1 | -2.2 | 7.8 | -7.5 | -1.4 | -6.7 | -6.4 | 4.8
O=C(COc1ccccc1Cl)Nc1ccc(NC(=O)c2ccco2)cc1 | -5.2 | 3.5 | 1.2 | 2.1 | 4.0 | -0.8 | 9.9 | -1.3 | 0.0
CN(Cc1ccccc1)C(=O)C1CCN(Cc2ccc(F)cc2)CC1 | 0.2 | 11.7 | -0.4 | -1.8 | 0.8 | -1.8 | -12.6 | -1.3 | 3.9
Cc1cccc(N(CC(=O)NCc2ccc(F)cc2)C(=O)c2ccco2)c1 | 4.3 | 6.0 | 0.7 | 2.9 | -6.4 | 1.2 | 1.7 | -1.0 | -1.1
COc1cccc(C(=O)Nc2ccc3c(c2)OCO3)c1OC | 5.5 | -9.3 | -3.0 | 103.4* | 0.5 | -1.0 | 1.7 | 0.2 | -1.4
Cc1ccc(S(=O)(=O)NCCC(=O)NCc2ccco2)cc1 | -1.8 | 3.5 | -1.2 | 3.6 | -0.5 | 1.0 | -5.2 | 1.2 | 0.5
Cc1ccn(S(=O)(=O)c2ccc(C(C)(C)C)cc2)n1 | -6.8 | 2.7 | -0.5 | 3.7 | 5.2 | -6.0 | -3.7 | 2.9 | 1.2
CN(C)CCCNc1nc(-c2ccc(Cl)cc2)nc2ccccc12 | 0.1 | 4.7 | 0.0 | 114.0* | 9.4 | -0.7 | 0.3 | 2.5 | 0.4
COC(=O)c1cc(NC(=O)c2ccc(OC)cc2)c(=O)oc1C | 6.3 | 3.5 | -3.1 | -2.8 | 2.6 | 2.3 | -1.9 | -3.9 | 0.3
COc1ccc(N=Nc2ccc(CO)cc2)cc1 | 1.6 | -2.2 | -1.7 | -3.8 | -9.9 | 0.4 | -3.9 | 8.2 | 0.1
Fc1ccc(-c2ccc(CNCc3ccccn3)o2)cc1Cl | 0.2 | -9.5 | 5.2 | 7.3 | -3.7 | 1.1 | 2.2 | 3.7 | 2.2
COc1ccc(N/N=C(\C#N)C(=O)NCCc2ccc(OC)c(OC)c2)cc1 | 3.7 | 8.4 | -2.9 | 6.0 | -7.1 | 2.9 | -5.5 | 1.9 | -0.8
COc1ccc(CCN(C)C(=O)C(CCSC)NC(=O)c2ccco2)cc1OC (stereo unspecified) | 3.5 | -4.2 | 0.1 | -0.5 | 4.3 | . | . | . | -1.3
CCOc1ccc(Nc2nc(N(C)c3ccccc3)nc(N)c2[N+](=O)[O-])cc1 | -3.6 | -2.5 | -1.6 | 2.4 | 8.1 | -4.3 | -5.3 | 5.7 | -1.0
CC(C)COC(=O)COc1cc(Cl)c(Cl)cc1Cl | . | 1.8 | -0.2 | -0.6 | 12.5 | . | . | . | -0.2
CCOC(=O)CCSc1nc(C)c2cc(OC)ccc2n1 | 0.5 | -3.9 | -3.0 | 2.4 | -5.1 | -1.7 | 3.1 | 6.2 | 2.5
Cc1nn(-c2ccccc2)c2sc(C(=O)n3cccn3)cc12 | 7.1 | 4.7 | 0.2 | 4.1 | -4.8 | -3.5 | 3.1 | -2.9 | 0.7
Cc1nc2ccccc2n1CCOc1ccccc1 | 1.5 | -0.7 | 1.6 | -1.7 | -3.5 | -1.3 | -8.9 | -3.1 | -0.5
O=C(Nc1cccnc1Cl)c1cc(-c2ccc(F)cc2)on1 | -10.0 | 1.3 | 0.9 | -0.1 | 2.0 | -4.8 | -4.4 | 1.8 | -1.1
C[C@H](CCC(=O)O)[C@H]1CC[C@H]2[C@@H]3CC[C@@H]4C[C@H](O)CC[C@]4(C)[C@H]3C[C@H](O)[C@]12C | 4.5&1.4&4.5 | -11.3 | -2.1 | -0.3 | 0.3 | 4.8 | 3.3 | -0.5 | 0.3
(listing goes on)
SMILES | PAFAH2 inh | procasp7 counter | PP1 counter | AHR activator | proCasp3 act | TPT1 inh | core dimer inh | CTSL1 counter | PP5 primary
Cc1cccc(NC(=O)CCCC(=O)OC(C)C(=O)c2ccccc2)c1 (stereo unspecified) | 0.5 | 1.4 | 0.1 | 0.7 | 0.3 | -3.6 | 5.6 | -31.3 | 2.6
Cc1ccc(NC(=O)c2c(C(F)(F)F)nn(C)c2SCc2ccc(Cl)cc2)cc1C | -10.4 | 1.0 | 4.9 | 12.0 | -0.3 | -1.6 | -0.5 | 3.9 | 2.8
O=c1oc(-c2ccc(Cl)c(Cl)c2)nn1-c1ccc(C(F)(F)F)cn1 | . | -2.0 | -0.3 | -0.5 | -15.3 | -3.6 | -1.1 | 1.9 | 0.9
CC(Sc1n[nH]c(-c2ccccc2F)n1)C(=O)Nc1ccc(S(N)(=O)=O)cc1 (stereo unspecified) | -0.3 | -3.1 | 1.6 | 2.8 | 3.4 | . | . | . | 1.9
C=CCNC(=O)CN1CCC(NC(=O)c2ccco2)CC1 | -0.3 | 10.2 | 1.4 | 0.8 | 13.3 | 0.6 | -2.1 | -1.7 | 2.2
Cc1ccc2c(c1)C(c1ccccc1)N(C(=O)c1ccc(Br)o1)CC(=O)N2 (stereo unspecified) | 6.1 | -6.3 | 2.8 | 14.8 | 7.5 | 0.6 | 21.2 | 4.3 | 1.8
COc1ccc(-[n+]2c(C)cc(/C=C3\Sc4ccccc4N3C)cc2C)cc1 | 1.7 | -29.5 | 2.4 | -13.3 | -31.2 | 90.5* | -27.9 | 8.5 | 2.8
Cc1c(NC(=O)c2ccccc2NS(=O)(=O)c2ccc(Br)cc2)c(=O)n(-c2ccccc2)n1C | 7.2 | -1.6 | -3.0 | -0.1 | -4.9 | -5.7 | 5.9 | -3.3 | 3.5
CCc1ccccc1NC(=O)CNC(=O)c1cc(C2CC2)nc2c1cnn2C(C)C | 0.8 | 10.2 | -0.8 | -0.3 | 7.6 | . | . | . | 1.5
CCCCCCNC(=O)c1c(O)c2cccc3c2n(c1=O)CCC3 | 5.8 | 8.9 | -1.6 | 19.4 | 2.2 | 1.8 | 2.2 | 6.5 | -0.1
CCOC(=O)c1cc(-c2csc(Nc3ccccc3Cl)n2)on1 | 5.4 | 3.1 | 4.9 | -0.9 | 5.7 | 3.2 | -48.6 | 4.4 | 1.8
Cc1ccccc1-c1nc2c(s1)CCc1onc(-c3ccc(Cl)cc3)c1-2 | 4.1 | 6.5 | 1.6 | 0.7 | 1.8 | 0.8 | -7.9 | 3.0 | -0.2
Cc1ccc(NC(=O)CN(C)S(=O)(=O)c2cnc[nH]2)c(C)c1 | 3.0 | 6.5 | 0.5 | -0.6 | 8.0 | -4.2 | -5.9 | -0.7 | -1.7
CC12COC3(C(=O)NCCc4ccccc4)CC1CCC32C (stereo unspecified) | -1.9 | 0.6 | -1.6 | 8.9 | -4.3 | 2.4 | -12.7 | -6.9 | 1.1
c1ccc(SCc2nc3ccccc3[nH]2)nc1 | 4.0 | 2.0 | -2.6 | 19.9 | -4.0 | -1.3 | -2.5 | -2.8 | -2.2
Cc1ccc(C(=O)Nc2cccc(NC(=O)CN3CCCCC3)c2)cc1 | -0.1 | 14.8 | -1.5 | 18.0 | 14.2 | -0.5 | -6.0 | 3.4 | 0.5
Cc1ccc(SCc2nc(-c3ccncc3)no2)cc1 | -1.8 | 5.5 | -0.2 | -3.3 | -2.8 | -0.2 | -9.1 | -1.6 | 1.9
Cc1c(NC(=O)/C(C#N)=C/C2CC=CCC2)c(=O)n(-c2ccccc2)n1C (stereo unspecified) | 2.8 | -0.7 | 0.0 | 0.1 | -2.3 | -1.1 | -6.3 | 5.8 | 1.1
CCCOc1ccc(S(=O)(=O)n2cc(F)c(=O)[nH]c2=O)cc1 | 0.6 | -10.5 | 2.8 | -0.8 | -5.0 | -0.4 | -0.6 | -8.8 | 2.3
O=C(COC(=O)c1cccc([N+](=O)[O-])c1)Nc1ncc(Br)s1 | 17.7 | 2.5 | . | -1.1 | -2.7 | . | . | . | .
Cc1ccc(NS(=O)(=O)c2cc(C(=O)NCCSC3CCCCC3)ccc2C)cc1 | -22.6 | -3.1 | 7.4 | -0.2 | 15.5 | -3.9 | 9.0 | -1.1 | 3.9
COc1ccc(CCNC(=O)c2ccc3c(SCC(=O)O)c4c(nc3c2)CCCC4)cc1OC | -1.3 | 5.6 | 0.0 | 0.7 | 8.4 | 1.1 | 4.3 | 0.7 | -0.3
CCCSc1cc(NCCOC(C)=O)c([N+](=O)[O-])c2nonc12 | -6.5 | -8.6 | -1.6 | -1.7 | -3.6 | 1.9 | 4.3 | -3.1 | 1.1
COc1ccc(C2CC(c3ccccc3OC(C)=O)=NN2C(=O)/C=C/c2ccccc2)cc1OC (stereo unspecified) | -3.3 | 4.5 | 0.1 | 2.4 | 6.7 | 3.2 | 20.1 | 1.4 | 3.3
CCOc1cc(/C=N/NC(=O)c2cc(-c3cccc(OC)c3)nc3ccccc23)ccc1O | . | 2.3 | 0.4 | 27.5 | 5.8 | -2.0 | 5.4 | 4.3 | 0.8
Nc1sc(-c2ccccc2)n[n+]1Cc1cccc2cccnc12 | 1.7 | 1.6 | 3.0 | 85.1* | 3.7 | 3.4 | 1.7 | 3.3 | 0.9
S=c1[nH]ncn1NCc1ccc(Cl)cc1Cl | -2.0 | -6.2 | -0.4 | -1.6 | -4.8 | -1.0 | -2.5 | 0.2 | -1.1

AHR activator, hit marks shown above.
mol,PAFAH2 inh,AHR activator,proCasp3 act,TPT1 inh,core dimer inh,PP5 primary
COc1cccc(C(=O)Nc2ccc3c(c2)OCO3)c1OC,5.5,103.4*,0.5,-1.0,1.7,-1.4
CN(C)CCCNc1nc(-c2ccc(Cl)cc2)nc2ccccc12,0.1,114.0*,9.4,-0.7,0.3,0.4
Nc1sc(-c2ccccc2)n[n+]1Cc1cccc2cccnc12,1.7,85.1*,3.7,3.4,1.7,0.9
